From PubChem
RXFP1 antag: qHTS Assay for Antagonists of the Relaxin Receptor RXFP1 | Relaxin receptor 1 (Homo sapiens), Q9HBX9 | HEK293-RXFP1, relaxin-stimulated cAMP HTRF, 30 min; hits give low values | activity change, negative = inhibition, % at 57.5 µM | actives 0.59% (n = 350,000) | AID 1259400, 2018;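 active means activity change of -60% or lower, but not beyond a set lower limit; inconclusive means change between -60% and -40%, or beyond the set limit; inactive means change above -40%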
Anesthetic bind: qHTS Assay for Identification of Novel General Anesthetics | Ferritin light chain (Equus caballus), P02791 | apoferritin/1-aminoanthracene competitive binding, fluorescence | Potency, µM (series often up to 77.5 µM), without a hit: top-dose activity change, negative = displacement, hits mostly inhibitors | actives 0.074% (n = 350,000); further: potency means the concentration at half of the fitted maximal effect; nearly all actives have a fitted effect of over 20% in size
Target sequence (P02791 2-175 limits assumed): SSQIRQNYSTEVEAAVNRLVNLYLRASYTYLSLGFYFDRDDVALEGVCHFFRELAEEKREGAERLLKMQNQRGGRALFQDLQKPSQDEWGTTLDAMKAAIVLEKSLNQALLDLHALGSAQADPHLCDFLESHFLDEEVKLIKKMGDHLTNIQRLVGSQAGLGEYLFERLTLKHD
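Horse-spleen apoferritin (10 uM) in 50% saturated 1-aminoanthracene in PBS was incubated 10 min at room temperature with compound. Fluorescence (ex 380, em 535 nm) was normalized to free and bound 1-AMA, with concentration-response fitted by a four-parameter Hill equation.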
RXFP1 agonist: qHTS Assay for Agonists of the Relaxin Receptor RXFP1; Potency, µM (series often up to 57.5 µM), for inactives: at the highest dose activation, most hits filed as activators; Relaxin receptor 1 (Homo sapiens), Q9HBX9; actives 0.3% (n = 370,000); AID 2676, 2010; HEK293T-RXFP1 cAMP TR-FRET, 30 min; response scale: percent of porcine relaxin response, buffer zero; further: potency means the concentration at half of the fitted maximal effect; nearly all actives have a fitted effect of over 60% in size; many of its hits are not listed in these tables
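HEK293 cells stably expressing RXFP1, treated 30 min at 37C with compounds plus PDE4 inhibitor Ro 20174; cAMP measured by HTRF TR-FRET. Normalized to buffer and 29 nM porcine relaxin; EC50 by Hill fit.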
* marks the source's active call; other numbers are inactive results; ? = inconclusive; [ ] = dose if it differs, or a comment. Unless noted, the call rests on the fitted dose curve; in most records, active means well fitted curve in the direction sought with a large enough effect; inconclusive means small, poorly fitted or top-dose-only effect, or another doubt; inactive means no such curve, though single readings can be large; an effect the other way counts as inactive or inconclusive. On the % scale 0 is the no-effect control and ±100 the full control effect. The list is partial; rates above refer to the full screens.

SMILES	RXFP1 antag	Anesthetic bind	RXFP1 agonist
C=CCn1c(NCc2ccccc2)nc2ccccc21	-1	-12%	-1.9%
O=C(Cc1ccc(Cl)cc1)Nc1cccc(-c2nnc(-c3ccco3)o2)c1	-11	-11%	1.3%
Cc1c(Cl)c([N+](=O)[O-])nn1CC(=O)N1CCc2ccccc2C1	0	-13%	-3.2%
CCOC(=O)c1c(C)[nH]c(O)c1C=Nc1ccc(Cl)cc1	6	?	1.3%
Cc1nn(C)cc1CNC(=O)CCC(=O)O	-36	0%	1.5%
CCOC(=O)c1oc2ccccc2c1NC(=O)c1ccc(S(=O)(=O)N(C)C)cc1	0	-12%	1.2%
CC(C)C(=O)Nc1cc2c(cc1C(=O)c1ccccc1)OCCO2	-1	-17%	0.8%
CCOC(=O)N1CCN(C(=O)C(C)SCc2ccccc2)CC1 (configuration not stated)	9	-4%	2.5%
COc1ccc(N2C(=O)NC3CC2(C)Oc2ccccc23)cc1OC (configuration not stated)	-11	-13%	-0.1%
COc1ccc(CCNC(=O)CCCN2C(=O)c3ccccc3C2=O)cc1OC	10	-2%	-1.7%
COC(=O)CCC(=O)c1oc2ccc(Cl)cc2c1NC(=O)CCCN1C(=O)c2ccccc2C1=O	1	-8%	4.3%
O=C1CCCN1c1ccc(S(=O)(=O)Oc2ccc(Cl)cc2)cc1[N+](=O)[O-]	1	?	1.4%
Cc1cc(C)cc(CSCC(=O)N/N=C/c2ccc(OCC(=O)NCc3ccco3)cc2)c1	-26	-22%	0.1%
CC(C)Nc1cc(C(F)(F)F)nc(-c2ccccn2)n1	-4	-13%	-0.1%
O=C(NNS(=O)(=O)c1ccc(F)cc1F)C1Cc2c(ccc3ccccc23)O1 (configuration not stated)	-15	-12%	0.6%
CN(C)c1ccc(N=Cc2nc(-c3ccccc3)oc2O)cc1	-6	-11%	0.3%
CC(C)OCCCNC(=O)C(=O)NCCCOC(C)C	1	-13%	1.7%
NS(=O)(=O)c1ccc(CCNC(=O)[C@@H]2CCCN2S(=O)(=O)c2ccccc2F)cc1	-9	-5%	2.4%
COc1cccc2c1OC[C@@H](CO)[C@H]2N(C)C(=O)Nc1ccc(Cl)cc1	3	-13%	-1.1%
O=C(NN=C1C2CC3CC(C2)CC1C3)c1ccncc1	-3	-8%	1.7%

The last 2 entries of the section before open the next one.
SMILES	RXFP1 antag	Anesthetic bind	RXFP1 agonist
COc1cccc2c1OC[C@@H](CO)[C@H]2N(C)C(=O)Nc1ccc(Cl)cc1	3	-13%	-1.1%
O=C(NN=C1C2CC3CC(C2)CC1C3)c1ccncc1	-3	-8%	1.7%
CCOC(=O)C(C)Sc1ncc(OC)c(Sc2ccc(Cl)cc2)n1 (configuration not stated)	6	-11%	-0.3%
CSc1nc(C)c(CCOC(=O)c2cccc(C)c2)c(=O)[nH]1	-12	-5%	-0.1%
C/C(=N\NC(=O)COc1ccc([N+](=O)[O-])cc1)C(C)(C)C	-4	?	1.0%
C=C(C)C1CC=C(C)/C(=N/NC(=O)c2ccc(NC(=O)c3cccc(C)c3)cc2)C1 (configuration not stated)	0	-17%	-2.6%
CCOC(=O)N1CCN(C(=O)c2ccc3nc(N4CCC(C)CC4)sc3c2)CC1	-24	-10%	-1.9%
Cc1cccc(Oc2ncc(-c3ccc(Cl)cc3)cn2)c1C	-13	-22%	-0.9%
O=C(Nc1cccc(C(F)(F)F)c1)C1CCCN1S(=O)(=O)c1cccc2cccnc12 (configuration not stated)	-20	?	-0.5%
COCn1c(=O)c2c(nc(SC3=NCCS3)n2Cc2ccccc2C)n(COC)c1=O	-17	-8%	-3.0%
COc1ccc(C)cc1NC(=O)CN1CCN(S(=O)(=O)c2ccc(F)cc2)CC1	-8	-8%	0.0%
N#Cc1ccccc1Sc1ccccc1N	-4	-24%	-0.4%
COc1ccc(NC(=O)CCNS(=O)(=O)c2ccc(Br)s2)cc1	-10	-13%	0.8%
CCOC(=O)COc1ccccc1C1Nc2ccccc2C(=O)N1c1cccc(Cl)c1 (configuration not stated)	-5	104%[activator]	4.0%
COc1ccc(CCN(C(=O)C(F)(F)F)C(C(=O)NC2CCCC2)c2cccs2)cc1 (configuration not stated)	-27	3%	-1.2%
O=C(CN1CCN(c2ccccn2)CC1)Nc1ccc(Oc2ccccc2)cc1	-15	?	-1.7%
Cc1ccc(NC2OC(C(O)CO)C(O)C2O)cc1[N+](=O)[O-] (configuration not stated)	-16	-6%	-1.1%
CCCNC(=O)CC(NS(=O)(=O)c1ccc(Cl)cc1)c1ccco1 (configuration not stated)	-1	-1%	0.9%
COc1ccc(NC(=O)Cn2nnc(C(N)=O)c2N)c(OC)c1	2	-3%	0.7%
Clc1ccc(-n2nnnc2CN2CCOCC2)cc1	1	-5%	1.1%
CCN=C(Nc1ccc(Cl)cc1)c1cccnc1	4	-11%	0.6%
CCNC(=O)COn1c(SCC(=O)NCC)nc2ccccc2c1=O	-14	-6%	0.1%

Part of the list above in order of SMILES length, lowest first:
SMILES	RXFP1 antag	Anesthetic bind	RXFP1 agonist
COc1ccc(NC(=O)Cn2nnc(C(N)=O)c2N)c(OC)c1	2	-3%	0.7%
CCOC(=O)C(C)Sc1ncc(OC)c(Sc2ccc(Cl)cc2)n1 (configuration not stated)	6	-11%	-0.3%
COc1ccc(NC(=O)CCNS(=O)(=O)c2ccc(Br)s2)cc1	-10	-13%	0.8%
O=C(CN1CCN(c2ccccn2)CC1)Nc1ccc(Oc2ccccc2)cc1	-15	?	-1.7%
C/C(=N\NC(=O)COc1ccc([N+](=O)[O-])cc1)C(C)(C)C	-4	?	1.0%
CCOC(=O)COc1ccccc1C1Nc2ccccc2C(=O)N1c1cccc(Cl)c1 (configuration not stated)	-5	104%[activator]	4.0%
C=C(C)C1CC=C(C)/C(=N/NC(=O)c2ccc(NC(=O)c3cccc(C)c3)cc2)C1 (configuration not stated)	0	-17%	-2.6%

Among those listed so far, two contain an NH in an aromatic ring.
SMILES	RXFP1 antag	Anesthetic bind	RXFP1 agonist
CCOC(=O)c1c(C)[nH]c(O)c1C=Nc1ccc(Cl)cc1	6	?	1.3%
CSc1nc(C)c(CCOC(=O)c2cccc(C)c2)c(=O)[nH]1	-12	-5%	-0.1%

Two entries from above, with each value named:
Structure: COc1ccc(N2C(=O)NC3CC2(C)Oc2ccccc23)cc1OC (configuration not stated)
  RXFP1 antag = -11	Anesthetic bind = -13%	RXFP1 agonist = -0.1%

Structure: COc1ccc(CCNC(=O)CCCN2C(=O)c3ccccc3C2=O)cc1OC
  RXFP1 antag = 10	Anesthetic bind = -2%	RXFP1 agonist = -1.7%

Carrying on.
SMILES	RXFP1 antag	Anesthetic bind	RXFP1 agonist
CC1=C(C(=O)Nc2cccnc2)C(c2ccccn2)n2nnnc2N1 (configuration not stated)	-3	-5%	-0.7%
Cc1ccccc1-n1ncc2c(SCC(=O)N3c4ccccc4CC3C)ncnc21 (configuration not stated)	-19	-18%	-0.6%
CCn1nc(C(=O)Nc2ccccc2C)c(Cl)c1Cl	-5	?	3.0%
COc1cc(CNCCc2ccccc2)ccc1OCC(=O)NC(C)(C)C	-11	-21%	-0.1%
Nc1nc(Br)c2c(F)cccc2c1-c1ccc(Cl)cc1	18	-12%	1.7%
Cc1ccccc1C(=O)NNC(=O)C1CCCN(c2ncccn2)C1 (configuration not stated)	-12	-12%	2.0%
O=c1nc2c(-c3ccccc3F)n[nH]n2c2ccccc12	-14	-6%	4.7%
O=C(Nc1nc2ccccc2n1Cc1ccccc1)c1ccc(COc2ccccc2[N+](=O)[O-])o1	-4	-6%	-2.3%
O=C(Nc1ncc2c(n1)-c1ccccc1CC2)c1ccc(Cl)cc1	25	-21%	-0.6%
Cc1nc(NC(=O)/C=C/c2ccccc2)sc1C(=O)Nc1ccc(Cl)cc1	-23	-16%	7.7%
O=C(NNc1nc2ccccc2s1)c1ccccc1F	16	-21%	0.7%
Cc1ccc(/C=C/C(=O)NC(=S)Nc2ccccc2C(=O)NC2CCCCC2)cc1	-20	-9%	-0.1%
